Assay outcomes (PubChem BioAssay)
proKLK7 act: activates the human kallikrein-7 zymogen | activation, % at 7 µM | 370,000 tested, 0.9% active | purified proKLK7, EDANS-DABCYL substrate fluorescence; 100% is mature enzyme control, 0% vehicle | P49862 | AID 652039;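 active = activation above the mean of all tested compounds plus 3 SD, computed per campaign excluding outliers beyond control limits, cut at about 13% in these data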
sPLA2-III inh: Inhibits HGIII-sPLA2 liposome hydrolysis, primary screen. inhibition, % at 12.2 µM. Q9NZ20. 370,000 tested, 0.56% active. QFRET BODIPY PC-A2 liposome hydrolysis, fluorescence. AID 743126;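 active = inhibition above mean plus 3 SD of compounds lying within the high and low control bounds, cut at about 19% in these data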;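 note: 0% = median of test compound wells and 100% = no enzyme DMSO wells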
GC-B act: GC-B (human) receptor activation. P20594. HEK293-GC-B cells, CNP EC30, cGMP TR-FRET; 0% at EC30 CNP, 100% saturating CNP. activation, % at 10 µM. 370,000 tested, 0.11% active. AID 1920062;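 active = activation at 10 µM reaching about 35% in either raw or pattern-adjusted values, limit read from the data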
Tn6 DDE FP: inhibitors of Tn6 peptide binding to human fibrin DD(E). P02675. Fibrin DD(E) TRITC-Tn6 fluorescence polarization displacement. inhibition, % at 8.3 µM. 370,000 tested, 0.21% active. AID 720509;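 active = inhibition above a per-campaign cutoff: mean of compounds within control limits plus 3 SD, cut at about 15% in these data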;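 note: 0% = median of all compound wells on the plate and 100% = blocking peptide control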
Target sequence (P02675 whole entry, looked up): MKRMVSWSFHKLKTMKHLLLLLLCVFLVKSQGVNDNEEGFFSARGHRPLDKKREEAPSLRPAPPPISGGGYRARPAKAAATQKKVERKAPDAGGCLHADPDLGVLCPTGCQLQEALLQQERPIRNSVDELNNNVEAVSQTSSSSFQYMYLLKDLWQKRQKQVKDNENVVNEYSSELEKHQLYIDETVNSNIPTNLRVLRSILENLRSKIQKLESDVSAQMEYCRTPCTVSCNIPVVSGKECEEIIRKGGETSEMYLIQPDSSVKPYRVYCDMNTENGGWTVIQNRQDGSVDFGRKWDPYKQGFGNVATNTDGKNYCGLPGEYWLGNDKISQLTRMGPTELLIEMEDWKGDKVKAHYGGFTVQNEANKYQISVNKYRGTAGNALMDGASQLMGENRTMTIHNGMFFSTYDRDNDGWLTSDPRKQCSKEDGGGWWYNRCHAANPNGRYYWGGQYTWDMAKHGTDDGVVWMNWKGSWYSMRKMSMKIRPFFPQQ
FXN GAA850 act: frataxin GAA850 promoter activation. HEK293 lucGAA850 FXN promoter luciferase reporter, 24 h; percent of 10 µM SAHA response. activation, % at 6 µM. 360,000 tested, 0.56% active;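 active = activation above the average of all compounds screened plus 3 SD, cutoff fixed separately per campaign, cut at about 7.5% in these data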;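 note: 0% = DMSO wells and 100% = 10 µM SAHA wells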
ASAP1 inh: ASAP1 ArfGAP inhibition. Q9ULH1. ASAP1-stimulated ARF1 GTP hydrolysis, GDP FP detection. inhibition, % at 16.5 µM. 360,000 tested, 0.19% active; in the data active = inhibition above about 25%;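 note: 0% = vehicle with enzyme and substrate and 100% = no enzyme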
Target sequence (Q9ULH1 325-724 limits assumed): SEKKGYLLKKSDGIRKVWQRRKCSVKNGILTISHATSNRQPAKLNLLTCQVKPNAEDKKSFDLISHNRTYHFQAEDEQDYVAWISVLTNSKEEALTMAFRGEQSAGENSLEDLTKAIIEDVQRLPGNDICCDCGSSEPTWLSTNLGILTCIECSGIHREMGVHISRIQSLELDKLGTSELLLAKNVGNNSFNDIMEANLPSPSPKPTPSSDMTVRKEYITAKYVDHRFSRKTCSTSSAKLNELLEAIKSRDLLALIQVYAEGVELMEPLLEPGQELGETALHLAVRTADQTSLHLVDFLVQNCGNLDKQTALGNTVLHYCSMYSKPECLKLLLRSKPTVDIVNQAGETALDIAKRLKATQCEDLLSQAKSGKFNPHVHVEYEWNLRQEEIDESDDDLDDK
GC-A act: GC-A (human) enzyme activation. P16066. HEK293 GC-A cells, cGMP TR-FRET, EC30 ANP; 0% at EC30 ANP, 100% saturating ANP. activation, % at 10 µM. 370,000 tested, 0.14% active; in the data active = activation above about 40%
ARFGAP1 inhibitor: inhibits rat ARF GTPase activating protein 1 | Q62848 | Arfgap1-stimulated ARF1 GTP hydrolysis, GDP FP detection | inhibition, % at 16.5 µM | 360,000 tested, 0.26% active | AID 651572;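 active = inhibition above a per-plate limit, mean inhibition of low control wells plus 3 SD, cut at about 25% in these data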;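 note: 0% = DMSO wells with enzyme and 100% = wells lacking Arfgap1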
Target sequence (Q62848 1-136 limits assumed): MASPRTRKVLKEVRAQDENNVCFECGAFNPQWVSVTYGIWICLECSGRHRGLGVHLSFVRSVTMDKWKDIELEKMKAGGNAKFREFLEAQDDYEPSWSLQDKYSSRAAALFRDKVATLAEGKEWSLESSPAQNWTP
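Material – truncated rat Arfgap1 GAP domain · Buffer or medium – HEPES-based buffer, pH 7.5 · Reagent – human ARF1(Δ1-17)-GTP substrate · Dosing – 16.5 µM single point, 1.26% DMSO · Schedule – GTP hydrolysis reaction 2 h at 25 °C · Technique – GDP detection by fluorescence polarization · Benchmarks – No-Arfgap1 wells (100%) versus DMSO full-reaction wells (0%) · Repeats – single replicate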
rCAG RNA binder: binds r(CAG) RNA repeats; r(CAG) RNA repeat, TO-PRO-1 dye displacement fluorescence; inhibition, % at 3 µM; 370,000 tested, 1.3% active; AID 651821;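 active = inhibition above the plate cutoff, the mean of all test compounds on that plate plus 3 SD, cut at about 35% in these data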;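 note: 0% = DMSO alone and 100% = 100 µM mitoxantrone as full dye displacement; higher means more dye released from RNA so lower well fluorescence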
ADAM10 inh: ADAM10 inhibition, QFRET primary screen; inhibition, % at 7 µM; 370,000 tested, 0.62% active; O14672; recombinant ADAM10, EDANS/DABCYL FRET peptide cleavage, 3 h;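 active = inhibition above a per-campaign cutoff equal to the mean of compounds falling between control-based bounds plus 3 SD, cut at about 20% in these data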;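 note: 0% = DMSO wells while the 100% control is not disclosed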
Active calls of the source: *; / = not tested or not shown.

SMILES	proKLK7 act	sPLA2-III inh	GC-B act	Tn6 DDE FP	FXN GAA850 act	ASAP1 inh	GC-A act	ARFGAP1 inhibitor	rCAG RNA binder	ADAM10 inh
CC1CCCCN1CCNC(=O)C1CCN(S(=O)(=O)c2cccc3cccnc23)CC1 (stereo not drawn)	0.5	7	13	-1	-0.3	-4	1	-2	5	-24
Cc1cc(C)cc(OCC(=O)Nc2ccc(S(=O)(=O)Nc3ccccn3)cc2)c1	0.2	-31	0	-1	-0.2	-4	-10	-6	10	-18
[O-][N+]12CCN(CC1)c1ccccc12	-0.2	6	2	9	3.7	-11	5	-2	-1	6
CN1CCN(C(=S)NC(=O)c2ccc(C(C)(C)C)cc2)CC1	-0.2	5	4	1	-0.6	9	1	4	1	12
COc1cc(CC(NC(C)=O)C(=O)NC2CCN(C(=O)c3ccc(C)cc3)CC2)cc(OC)c1 (stereo not drawn)	-1.0	3	2	-7	0.9	-4	0	-7	-8	-6
Cc1cc(NS(=O)(=O)c2ccc(NC(=S)NC(=O)c3ccc(Br)cc3)cc2)no1	0.3	-17	-4	10	3.0	-10	2	-5	57*	5
CC1=NNC(=O)C1CC(=O)N/N=C(/C)c1cccc([N+](=O)[O-])c1 (stereo not drawn)	0.6	6	2	0	-0.3	7	0	1	3	-3
CC(=O)Nc1c(C#N)c(C(C)(C)C)cn1C	-0.1	-4	7	0	1.0	-8	3	6	0	3
Cc1cc(NS(=O)(=O)c2ccc(NC(=O)C(C(C)C)N3C(=O)c4ccccc4C3=O)cc2)nc(C)n1 (stereo not drawn)	0.2	-9	1	4	-0.1	-7	-1	9	15	3
COC(=O)CSc1nnc(-c2n[nH]c3c2CCC3)n1N	0.3	10	-3	0	/	/	6	/	0	-5
Cn1c(-c2ccccc2)cnc1N	0.2	4	4	0	3.2	13	2	-2	2	-19
COc1cccc(Cn2c(NCc3ccco3)nc3c2c(=O)n(C)c(=O)n3C)c1	-0.2	8	9	8	/	-7	9	17	1	-2
Cc1ccc(Cl)cc1NC1=NC(=S)N(C(C)C)C12CCCCC2	0.6	4	6	-3	1.4	6	-3	-6	-1	0
CC(=O)Oc1ccc2nc(CN3C(=O)c4ccc([N+](=O)[O-])cc4C3=O)oc(=O)c2c1	0.7	6	-2	3	3.3	9	-1	16	3	-8
CCOc1ccc(S(=O)(=O)NCCC(=O)N2CCCCCCC2)cc1	0.5	2	-3	1	0.2	6	2	9	-10	-5
CN(c1ccccc1)S(=O)(=O)c1ccc(Cl)c(C(=O)OCC(=O)N2CCOCC2)c1	0.1	-1	3	3	-0.5	-4	0	-3	-5	7
COc1ccc(CNC(=O)CCC(=O)Nc2nnc(CC(C)C)s2)cc1	-0.5	0	3	1	-0.1	-2	-1	9	-1	5
CN(C)c1nc(NNC(=O)c2ccccc2)nc(N(C)C)n1	-0.1	12	-2	0	4.4	1	8	4	1	-9
NC(=O)CN1CCN(c2cccc(Cl)c2)CC1	-0.1	-1	2	2	3.9	-3	-1	11	-1	-1
O=C(/C=C/c1ccc(Cl)cc1)NCCSc1ccccc1	0.5	-12	-4	-7	-0.7	-2	-1	8	2	-11
Cc1nnc(-c2ccccc2)c[n+]1[O-]	-0.5	8	2	5	0.5	-14	1	-2	-1	2
Cc1cccc(-c2nnc(SCC(=O)Nc3cc(C)on3)n2C)c1	0.2	1	4	-5	0.8	-13	0	8	0	5
O=C(NCCCc1ccccc1)c1ccc(CS(=O)Cc2ccc(Cl)cc2)o1 (stereo not drawn)	0.3	-14	-2	6	-0.6	3	0	-4	-8	2
CN(/C=C1/C(=O)CNC1=O)CCO	0.3	0	1	6	0.8	13	1	0	0	-1
CCn1c(SCC(=O)Nc2cccc(C)n2)nnc1-c1ccco1	0.0	1	11	3	0.1	-16	0	-1	-2	1
COc1ccccc1C/C(N)=N/OC(=O)COc1cc(C)cc(C)c1C	-0.1	-2	0	-5	0.6	4	-3	-3	5	-3
COc1ccc(C(=O)O)cc1S(=O)(=O)NCCc1ccccn1	-0.1	-1	3	3	-2.0	-9	1	-2	-1	-1
CS(=O)(=O)Nc1ccccc1N=C(c1ccccc1)c1ccccc1	-0.1	0	5	0	-0.4	-6	-1	-13	1	3
COCCCN1C(=O)/C(=C/c2ccc(CNS(=O)(=O)c3ccccc3)o2)C(C(=O)OC)=C1C	1.2	-6	0	-2	-0.4	16	2	-1	10	-17
COc1ccc(NC(=O)c2cc(C3CCCCN3S(=O)(=O)c3cn(C)cn3)on2)c(C)c1 (stereo not drawn)	0.3	-1	4	-3	1.7	-2	2	4	2	-4

A different layout for 11 compounds above.
Sequence of screens: proKLK7 act | sPLA2-III inh | GC-B act | Tn6 DDE FP | FXN GAA850 act | ASAP1 inh | GC-A act | ARFGAP1 inhibitor | rCAG RNA binder | ADAM10 inh
O=C(/C=C/c1ccc(Cl)cc1)NCCSc1ccccc1
→ 0.5 | -12 | -4 | -7 | -0.7 | -2 | -1 | 8 | 2 | -11
Cc1nnc(-c2ccccc2)c[n+]1[O-]
→ -0.5 | 8 | 2 | 5 | 0.5 | -14 | 1 | -2 | -1 | 2
Cc1cccc(-c2nnc(SCC(=O)Nc3cc(C)on3)n2C)c1
→ 0.2 | 1 | 4 | -5 | 0.8 | -13 | 0 | 8 | 0 | 5
O=C(NCCCc1ccccc1)c1ccc(CS(=O)Cc2ccc(Cl)cc2)o1 (stereo not drawn)
→ 0.3 | -14 | -2 | 6 | -0.6 | 3 | 0 | -4 | -8 | 2
CN(/C=C1/C(=O)CNC1=O)CCO
→ 0.3 | 0 | 1 | 6 | 0.8 | 13 | 1 | 0 | 0 | -1
CCn1c(SCC(=O)Nc2cccc(C)n2)nnc1-c1ccco1
→ 0.0 | 1 | 11 | 3 | 0.1 | -16 | 0 | -1 | -2 | 1
COc1ccccc1C/C(N)=N/OC(=O)COc1cc(C)cc(C)c1C
→ -0.1 | -2 | 0 | -5 | 0.6 | 4 | -3 | -3 | 5 | -3
COc1ccc(C(=O)O)cc1S(=O)(=O)NCCc1ccccn1
→ -0.1 | -1 | 3 | 3 | -2.0 | -9 | 1 | -2 | -1 | -1
CS(=O)(=O)Nc1ccccc1N=C(c1ccccc1)c1ccccc1
→ -0.1 | 0 | 5 | 0 | -0.4 | -6 | -1 | -13 | 1 | 3
COCCCN1C(=O)/C(=C/c2ccc(CNS(=O)(=O)c3ccccc3)o2)C(C(=O)OC)=C1C
→ 1.2 | -6 | 0 | -2 | -0.4 | 16 | 2 | -1 | 10 | -17
COc1ccc(NC(=O)c2cc(C3CCCCN3S(=O)(=O)c3cn(C)cn3)on2)c(C)c1 (stereo not drawn)
→ 0.3 | -1 | 4 | -3 | 1.7 | -2 | 2 | 4 | 2 | -4

Next part
SMILES	proKLK7 act	sPLA2-III inh	GC-B act	Tn6 DDE FP	FXN GAA850 act	ASAP1 inh	GC-A act	ARFGAP1 inhibitor	rCAG RNA binder	ADAM10 inh
COc1cc2c(cc1OC)C(c1ccccc1C)CC(=O)N2 (stereo not drawn)	-0.8	-2	-7	-8	2.5	18	-10	10	1	-2
CC(C)OP(=O)(OC(C)C)C(Nc1ccccc1)c1ccccc1C(F)(F)F (stereo not drawn)	-0.8	6	-9	-2	2.1	2	-11	-3	-2	13
O=C(Cn1cnc2c(NCc3ccccc3)ncnc21)NCCc1cc2ccccc2[nH]1	-0.6	-63	-1	-4	-2.9	-1	0	5	2	0
O=C(OCc1csc(-c2ccccc2)n1)c1ccccc1O	0.1	-4	-1	-4	-0.1	9	3	6	-2	-2
Cn1c(CC(=O)NNC(=O)c2cccnc2)nc2ccccc21	-0.5	-5	7	6	2.1	11	3	14	3	-2
CCNC(=S)NCCN1CCCCC1	-1.3	9	/	3	2.9	-20	/	-12	5	-7
Oc1cccc(Nc2nc(O)c(/C=C3\C=Nc4ccccc43)s2)c1	0.9	-30	-1	-24	-2.1	3	-7	6	48*	4
N#Cc1cc(-c2ccccc2)nnc1Oc1ccccc1Cl	-0.3	2	-14	-6	-0.8	1	2	0	4	-6
CC(=O)Nc1ccc(Oc2ccc3c(c2)C(=O)NC3=O)cc1	0.4	1	-6	5	1.2	2	-3	-5	-4	-9
O=C(OCc1ccccc1)/C(=C(\O)c1ccccc1Br)c1ccc(-c2ccccc2)cn1	0.2	1	1	2	0.5	11	1	4	6	-9
C=C(C)C(=O)Nc1cccc(C2=NOC3(C2)C[C@@H](C(N)=O)N(C(=O)c2cc([N+](=O)[O-])cc([N+](=O)[O-])c2)C3)c1 (stereo partly drawn)	-0.2	-4	-2	0	-0.7	11	1	0	12	9
O=[N+]([O-])c1nn(-c2ccc3c(c2)OCCO3)n(O)c1=NC1CCCCCC1	-0.6	9	1	-16	-0.6	-5	0	9	0	-1
Cc1ccnc(NS(=O)(=O)Cc2ccccc2)c1	1.5	6	6	5	0.5	0	-3	3	2	-54
O=C1c2ccccc2CN1c1ccccc1	-0.1	2	1	4	6.2	-9	-1	-7	-3	7
O=C(N1CCOCC1)N1CCc2ccccc21	-0.1	4	5	-10	0.0	1	3	15	-2	-2
O=[N+]([O-])c1ccc(O)c(/C=N/n2c(-c3ccccc3)n[nH]c2=S)c1	0.1	10	-2	10	-1.1	3	-1	6	1	5
Cc1nn(C)c(Oc2cccc(Cl)c2)c1C(=O)O	0.0	-4	5	-10	-1.9	9	-5	10	2	-2
CCc1ccc(NC(=O)CN2C(=O)CC(C)S(=O)(=O)c3ccccc32)cc1 (stereo not drawn)	-0.5	-4	2	-2	0.1	-1	-2	1	2	8
O=C(NCCCl)Nc1ccccc1NS(=O)(=O)c1cccs1	-0.6	16	4	6	-1.0	10	1	-3	4	-18
CCc1nn(C)c(N)c1C	0.1	0	3	-5	-1.4	-9	0	6	1	3
CCN1CCN(C(=O)C(C)Sc2nnc3nc(C)cc(C)n23)CC1 (stereo not drawn)	1.0	5	1	2	0.0	-4	0	-7	1	-28
CC(=NOC(=O)C1CCCCC1)c1nccs1	-0.1	-2	-2	2	-0.5	7	4	-12	0	-2
CC(C)Nc1nnc(SCC(=O)c2c[nH]c3ccccc23)s1	-0.2	-8	-5	-8	1.4	-4	-2	-8	3	-7
Cc1cc(=O)[nH]c(SCC(=O)Nc2ccc(S(=O)(=O)N3CCCCC3)cc2)n1	-0.6	-11	3	-7	-0.5	-12	2	2	19	2
Cc1ccc(C)c(S(=O)(=O)N2CCCCC2CCNC(=O)C(=O)NC2CC2)c1 (stereo not drawn)	-0.1	6	-6	-7	1.6	-17	-1	6	-8	-10
CCCCNC(=O)C1(C)CCCCN1C(=O)c1ccc(F)c(C)c1 (stereo not drawn)	-0.1	7	0	2	-0.8	-2	1	-9	0	2
